Source: PubChem BioAssay (Broad Institute)
ERp5 block = blocks human ERp5 reductase activity on insulin. inhibition, % at 9.99 µM. ERp5 insulin aggregation, absorbance 650 nm, 90 min. 350,000 compounds, 0.05% hits. AID 651711. Q15084;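 active = mean replicate inhibition above about 25%, with every replicate also reaching it, limit read from the data, passing the limit was not always enough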
Target sequence (Q15084 whole entry, looked up): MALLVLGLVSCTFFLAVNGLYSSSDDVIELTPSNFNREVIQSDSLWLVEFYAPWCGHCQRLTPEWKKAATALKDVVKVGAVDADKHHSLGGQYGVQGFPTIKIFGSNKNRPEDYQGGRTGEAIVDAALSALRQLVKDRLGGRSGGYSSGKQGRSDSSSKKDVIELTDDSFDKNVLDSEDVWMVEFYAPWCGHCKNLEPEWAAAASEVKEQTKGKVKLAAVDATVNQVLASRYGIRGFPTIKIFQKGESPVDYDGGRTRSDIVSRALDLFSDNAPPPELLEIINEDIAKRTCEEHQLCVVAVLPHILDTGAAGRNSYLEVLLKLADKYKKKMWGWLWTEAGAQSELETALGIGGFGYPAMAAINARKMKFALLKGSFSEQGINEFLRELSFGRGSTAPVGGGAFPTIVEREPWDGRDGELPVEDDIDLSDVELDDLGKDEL
Cneo AK release = Cryptococcus neoformans lysis via adenylate kinase release | AID 651654 | C. neoformans lysis, adenylate kinase release luminescence, 4 h; normalised: neutral wells 0, clomiphene wells 100 | 360,000 compounds, 0.2% hits | lysis activity, % at 15 µM;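 active = mean lysis activity across replicates of at least 80%, whatever share of replicates individually reach that level; inactive = mean lysis activity below 80%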
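Material – Cryptococcus neoformans yeast cells · Quantity – 5 × 10^6 yeast cells/mL · Buffer or medium – YPD medium · Compound – single dose · Timing – 4 h static compound exposure, 37 °C, read 1 h post-reagent · Signal – adenylate kinase release luminescence · Read-out basis – lysis from increased AK signal · Benchmarks – Clomiphene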
ARNT TACC3 PPI = disrupts binding between human ARNT and TACC3. Q9Y6A5. AlphaScreen His-ARNT PAS-B/GST-TACC3 binding, luminescence; TACC3 fragment carries E629A point mutation. inhibition, % at 9.99 µM. 390,000 compounds, 0.66% hits. AID 623870;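 active = mean inhibition of replicates at least 50% and at least half of replicates each reaching 50%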;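 note: 0% = complete ARNT plus TACC3 wells and 100% = ARNT alone without TACC3; many hits fall short of the cut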
C2C12 statin = protects C2C12 myotubes from simvastatin toxicity | rescue of ATP level, % at 7.49 µM | ATP luminescence, 48 h; scaled: DMSO 0, geranylgeraniol control 100 | 330,000 compounds, 0.78% hits;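 active = mean ATP rescue above about 67%, or every replicate alone reaching that limit, limit read from the data, passing the limit was not always enough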;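 note: myotubes were challenged with 10 µM simvastatin during compound exposure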
SIRT5 inh = blocks human SIRT5 desuccinylation of peptide. Purified SirT5, succinyl-peptide AMC, trypsin-coupled fluorescence. Q9NXA8. 330,000 compounds, 1.1% hits. inhibition, % at 15 µM. AID 652115; in the data active = inhibition above about 15%
Target sequence (Q9NXA8 whole entry, looked up): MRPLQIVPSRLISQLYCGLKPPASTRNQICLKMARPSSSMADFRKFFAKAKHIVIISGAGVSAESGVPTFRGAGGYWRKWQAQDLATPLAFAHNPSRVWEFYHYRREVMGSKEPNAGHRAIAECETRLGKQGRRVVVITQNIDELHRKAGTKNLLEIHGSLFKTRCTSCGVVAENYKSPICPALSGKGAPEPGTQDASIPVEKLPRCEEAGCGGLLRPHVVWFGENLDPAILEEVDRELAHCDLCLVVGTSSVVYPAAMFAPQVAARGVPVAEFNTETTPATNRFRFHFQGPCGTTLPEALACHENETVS
esBAF inh = inhibitors of esBAF chromatin remodeling in mouse ES cells. Bmi1-luciferase knock-in reporter, 24 h; 100% = twice the neutral-well signal. reporter increase, % at 12.5 µM. 350,000 compounds, 2% hits; in the data active = activation above about 40%;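 note: 0% = median of the plate's neutral control wells and 100% = double that signal; a rise in the Bmi1 reporter signal indicates esBAF inhibition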
miR122 inh = miR-122 inhibition in Huh7 cells; Huh7 miR-122 Renilla luciferase sensor, 48 h; neutral wells = 0, positive control = 100; activation (reporter increase), % at 12.5 µM; 340,000 compounds, 0.3% hits;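 active = mean replicate activation score at least 90 and every replicate individually at or above 90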;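 note: higher luciferase means less miR-122 activity so hits act as miR-122 inhibitors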
An asterisk follows results filed as active; / = no result given; [ ] = another dose, or the depositor's remark.

The opening 3 entries, to show the layout:
SMILES | ERp5 block | Cneo AK release | ARNT TACC3 PPI | C2C12 statin | SIRT5 inh | esBAF inh | miR122 inh
CC(C)[C@H](NC(=O)c1ccco1)C(=O)OCC(=O)c1ccc(Br)s1 | 0 | 9 | 1 | 1 | / | -10 | -9
O=[N+]([O-])c1ccccc1Oc1ccc(Cl)c2cccnc12 | 2 | / | -5 | / | 0 | / | /
COc1cc(-c2cnc3c(NC=O)cc(-c4ccc(C)cc4)cn23)cc(OC)c1OC | 0 | 1 | / | -42 | / | -13 | 34

Results, from the start:
SMILES | ERp5 block | Cneo AK release | ARNT TACC3 PPI | C2C12 statin | SIRT5 inh | esBAF inh | miR122 inh
CC(C)[C@H](NC(=O)c1ccco1)C(=O)OCC(=O)c1ccc(Br)s1 | 0 | 9 | 1 | 1 | / | -10 | -9
O=[N+]([O-])c1ccccc1Oc1ccc(Cl)c2cccnc12 | 2 | / | -5 | / | 0 | / | /
COc1cc(-c2cnc3c(NC=O)cc(-c4ccc(C)cc4)cn23)cc(OC)c1OC | 0 | 1 | / | -42 | / | -13 | 34
O=C(CSc1nnc(-c2ccncc2)n1CC1CCCO1)Nc1ccccc1Cl (configuration not stated) | 0 | / | 6 | / | 8 | / | /
CN(Cc1cccnc1)C(=O)c1ccc2nc(Cc3ccccc3F)oc2c1 | -2 | 0 | 5 | 0 | 0 | 39 | 4
O=C(O)CCn1nc(-c2ccc(F)cc2)cc(Cc2ccccc2)c1=O | / | 2 | -5 | 1 | / | -4 | /
C=CCOc1cccc(C(=O)N2CCCC(CCC(=O)NCc3ccccc3F)C2)c1 (configuration not stated) | 9 | / | -22 | / | 1 | / | /
O=C(NC(=S)NC(=O)c1ccccc1F)c1ccccc1F | 5 | / | -5 | / | -1 | / | /
COC(=O)/C(=C/c1cn(C(C)=O)c2ccccc12)[N+](=O)[O-] | 0 | -1 | / | / | -2 | / | 6
CCCC(NC(=O)C(C)Sc1nnnn1C1CC1)c1ccccc1 (configuration not stated) | -1 | 1 | 3 | 1 | -2 | -10 | 3
O=C(NC(Cc1c[nH]c2ccccc12)C(=O)O)c1ccc(F)cc1 (configuration not stated) | -6 | / | -36 | / | -4 | / | /
Cc1ccc(CCNC(=O)CS(=O)Cc2nc(-c3ccccc3Cl)oc2C)cc1 (configuration not stated) | -1 | -2 | 3 | 11 | 4 | 2 | -3
O=C1C2CCCN2C(=O)N1CCN1CCN(CCO)CC1 (configuration not stated) | 2 | 2 | -3 | / | 1 | / | -2
O=C(NN1C(=O)NC2(CCCCC2)C1=O)c1ccc(-c2ccccc2Cl)o1 | 4 | 0 | 3 | -8 | 0 | 2 | /
CC1CC(C)CN(C(=O)C(C)N2CCN(S(=O)(=O)c3ccc(Br)s3)CC2)C1 (configuration not stated) | 7 | -3 | 6 | 10 | -6 | 6 | 2
C[C@@H]1CCCCO[C@H](CN(C)S(=O)(=O)c2ccccc2)[C@H](C)CN([C@H](C)CO)C(=O)c2cc(NC(=O)Cc3ccccc3)ccc2O1 | -2 | -4 | 1 | / | 8 | 0 | 0[16.7 µM]
CN(C)NC1CC(=O)N(c2ccccc2)C1=O (configuration not stated) | 1 | 0 | 5 | 3 | -2 | -6 | -4
O=C(NCc1cccs1)C(=O)c1cn(CC(=O)N2CCCC2)c2ccccc12 | 2 | 12 | -1 | -2 | 2 | -2 | 4
N#Cc1ccc(C(c2nnnn2Cc2ccccc2)N2CCCC2)cc1 (configuration not stated) | / | / | -3 | 1 | / | -3 | -3
Cc1cccc(NC(=O)c2ccc(S(=O)(=O)N3CC(C)OC(C)C3)cc2)n1 (configuration not stated) | 0 | 2 | -2 | 13 | -4 | 9 | 2
CSc1ccccc1C(=O)OCC(=O)Nc1c(C)n(C)n(-c2ccccc2)c1=O | 7 | -3 | / | 9 | / | -2 | -6
CO[C@H]1CN(C)C(=O)c2ccc(NC(=O)C3CC3)cc2OC[C@@H](C)N(Cc2ccccc2)C[C@@H]1C | 1 | -5 | 3 | 13 | 10 | 3 | -8[16.7 µM]
C/C(=N\NC(=O)CCCNc1ccc(C)cc1)c1ccccn1 | 1 | / | 48* | / | -6 | / | /
COc1cccc(OCC(=O)Nc2ccccc2-c2ccccc2)c1 | 3 | / | / | / | -1 | / | 1
O=C(CSc1nnc(-c2ccncc2)s1)Nc1ccc(Cl)c(C(=O)O)c1 | 3 | -1 | -9 | 9 | 0 | 1 | -7
Nc1nc(CCl)nc(Nc2ccc3ccccc3c2)n1 | -2 | / | 17 | / | 0 | / | /
C[C@H](CO)N1C[C@H](C)[C@@H](CN(C)S(=O)(=O)c2ccc(F)cc2)Oc2ccc(NC(=O)Cn3cnnn3)cc2CC1=O | 9 | -1 | 0 | -3 | 2 | -3 | 1[16.7 µM]
CC(=O)c1ccc(C(=O)NC2CCCN(Cc3ccccc3F)C2)s1 (configuration not stated) | -4 | -1 | -1 | -16 | 0 | -1 | -5
CCn1c(N2CCN(C(=O)Nc3ccc(F)cc3)CC2)nc2ccccc21 | / | -3 | 2 | / | / | / | -7
CCN(CC)S(=O)(=O)c1ccc(C(=O)NNC(=O)C2COc3ccccc3O2)cc1 (configuration not stated) | 0 | 0 | 6 | 7 | 0 | -13 | 10
CCCOc1ccc(Cn2cnc3ccccc32)cc1 | 1 | 18 | -3 | 7 | 0 | 1 | 5
CC(=O)N1c2c(cc(Br)cc2S(=O)(=O)N2CCN(C(=O)c3ccco3)CC2)CC1C (configuration not stated) | / | -1 | -2 | -3 | / | -4 | -10
CC(C)(C)OC(=O)N(CC1CCNCC1)C(=O)c1[nH]c(C(F)(F)F)nc1-c1ccccc1 | 6 | 1 | / | 1 | -4 | -8 | 5
O=C(C1CCN(S(=O)(=O)c2ccc3c(c2)OCCO3)CC1)N1CCc2ccccc21 | / | 0 | 10 | -2 | / | -2 | 0
O=C(NNC(=S)Nc1ccccc1)NNC(=S)Nc1ccccc1 | -5 | / | 0 | / | -1 | / | /
COc1ccc(C(=O)NCC(=O)Nc2ccccc2)cc1OC | / | 0 | -4 | 9 | / | -2 | -1
C[C@H]1CN([C@@H](C)CO)S(=O)(=O)c2ccc(C3=CCCC3)cc2O[C@@H]1CN(C)Cc1ccccc1F | -3 | 1 | 1 | -82 | 5 | -8 | 34[16.7 µM]
CC(=O)Nc1ccc(NC(=O)C(C)OC(=O)c2ccc3[nH]c(C)c(C)c3c2)cc1 (configuration not stated) | -5 | / | -2 | -8 | -4 | 0 | -7
O=C(N(c1ccccc1)c1ccccc1)N(c1ccccc1)c1ccccc1 | 0 | 5 | / | / | -1 | / | -4
CCn1c(SCc2nc3ccccc3c(=O)[nH]2)nnc1C(C)NC(=O)c1ccccc1F (configuration not stated) | -15 | / | 17 | -13 | -1 | -3 | 7

Another view of some results above.
Order of results – ERp5 block, Cneo AK release, ARNT TACC3 PPI, C2C12 statin, SIRT5 inh, esBAF inh, miR122 inh
CC(=O)Nc1ccc(NC(=O)C(C)OC(=O)c2ccc3[nH]c(C)c(C)c3c2)cc1 (configuration not stated)
  -5, /, -2, -8, -4, 0, -7
COC(=O)/C(=C/c1cn(C(C)=O)c2ccccc12)[N+](=O)[O-]
  0, -1, /, /, -2, /, 6
CN(Cc1cccnc1)C(=O)c1ccc2nc(Cc3ccccc3F)oc2c1
  -2, 0, 5, 0, 0, 39, 4
CC(C)[C@H](NC(=O)c1ccco1)C(=O)OCC(=O)c1ccc(Br)s1
  0, 9, 1, 1, /, -10, -9

The listing continues.
SMILES | ERp5 block | Cneo AK release | ARNT TACC3 PPI | C2C12 statin | SIRT5 inh | esBAF inh | miR122 inh
COc1ccccc1N1CCN(C(=O)c2cc3n(n2)C(C(F)(F)F)CC(c2ccco2)N3)CC1 (configuration not stated) | / | 1 | -5 | -5 | / | -1 | -2
S=C(NCCc1cccc(Cl)c1)NCc1ccccc1 | / | 13 | -4 | 0 | / | 0 | 61
CCOc1ccc(C(=O)NCC(=O)NCC(c2ccco2)N2CCCCC2)cc1 (configuration not stated) | 4 | 0 | / | 3 | -2 | -2 | -3
O=C(Nc1ccc2oc(-c3ccccc3)nc2c1)c1ccco1 | 4 | / | -8 | / | -4 | / | /
CC1(C(=O)O)CCN1C(=O)COc1ccc(Cl)cc1 (configuration not stated) | -2 | 0 | / | -3 | -4 | 2 | -2
COc1ccc(CSCC(=O)N/N=C/c2ccc(OCC(=O)N3CCCCC3)cc2)cc1 | -2 | 0 | 5 | 14 | -7 | 6 | -2
CCCNC(=O)Nc1ccc2c(c1)C(=O)N(C)C[C@@H](OC)[C@H](C)CN(Cc1cncnc1)[C@H](C)CO2 | 4 | -2 | 14 | 11 | -4 | 0 | -5[16.7 µM]
C[C@@H]1CN([C@H](C)CO)C(=O)c2cc(NC(=O)Cn3cnnn3)ccc2O[C@@H]1CN(C)Cc1ccccc1 | 1 | 5 | -8 | 9 | -2 | -1 | 4[16.7 µM]
CNC[C@H]1Oc2c(NC(=O)NC3CCCCC3)cccc2C(=O)N([C@@H](C)CO)C[C@H]1C | -14 | 1 | -2 | 2 | 4 | 1 | -6[16.7 µM]
O=C(NCCc1cccc(C(F)(F)F)c1)C1CCC(=O)N(CCc2cccc(F)c2)C1 (configuration not stated) | 1 | 1 | -3 | 12 | -4 | -1 | 0
CCCC(C(=O)Nc1ccc2c(C)cc(=O)oc2c1)c1ccccc1 (configuration not stated) | -1 | -1 | 1 | 7 | 2 | -4 | -2
CCCn1c(SCC(=O)Nc2cccc(S(=O)(=O)NC3=NCCCCC3)c2)nc2ccccc2c1=O | 0 | 4 | / | / | -4 | / | 6
Cc1cccc(COC(=O)CCCNC(=O)c2ccc(Cl)cc2)c1 | 6 | 0 | -7 | 3 | -5 | 7 | -3
Cc1cc(C)c(C)c(S(=O)(=O)N2CCN(c3ncnc4sc(C)c(C)c34)CC2)c1C | / | -2 | -11 | 3 | / | 2 | /
O=C(NCCNc1nccc(C(F)(F)F)n1)c1cccc(C(F)(F)F)c1 | -1 | 10 | -1 | -8 | -2 | 12 | 10
O=C(NNS(=O)(=O)c1ccc(C(F)(F)F)cc1)c1cnn(-c2ccccc2)c1C(F)(F)F | 1 | / | -1 | / | -6 | / | /
O=C(O)C1CCC(=O)N1C1CCCC1 (configuration not stated) | / | 1 | -1 | -6 | / | -2 | 1
CC(C)C#Cc1ccc2c(c1)O[C@H](CN(C)CC1CCOCC1)[C@H](C)CN([C@H](C)CO)S2(=O)=O | -7 | 2 | 14 | -5 | 5 | 2 | 25[16.7 µM]
C[C@H](O)C#Cc1cnc2c(c1)C(=O)N([C@H](C)CO)C[C@@H](C)[C@@H](CN(C)C(=O)CC1CC1)O2 | 0 | -6 | -7 | -2 | 0 | 5 | -3[16.7 µM]
C[C@H]1CN([C@@H](C)CO)S(=O)(=O)c2ccc(C3=CCCCC3)cc2O[C@@H]1CN(C)C(=O)C1CCOCC1 | 1 | -6 | -5 | 21 | 11 | -3 | -14[16.7 µM]
Cc1cc(C[n+]2ncsc2N)c2ncccc2c1 | -2 | 8 | -2 | / | -2 | / | 11
Cc1ccc(-c2ccc3c(c2)O[C@@H](CN(C)S(C)(=O)=O)[C@@H](C)CN([C@H](C)CO)S3(=O)=O)cc1 | 2 | -5 | -3 | -4 | 7 | 1 | 1[16.7 µM]
COc1cc(/C=C2\C=CC(=O)O2)cc(OC)c1 | 4 | -1 | -2 | 40 | -3 | 3 | 1
Nc1ccc2c(c1)C(=O)N(CCCC(=O)O)C2=O | / | 1 | -8 | 5 | / | -6 | -4
COc1cc(C(=O)N2CCN(C(=O)COc3ccc4ccccc4c3)CC2)cc(OC)c1OC | / | -7 | -2 | 0 | / | 5 | -3
CCc1nn(CC(=O)N2CCN(C)CC2)c(=O)c2cccn12 | 11 | 1 | -1 | 2 | 4 | -1 | -4
Cc1ccc(/C=C/C(=O)OC(C)C(=O)Nc2ncc(Cl)cc2Cl)o1 (configuration not stated) | / | -1 | -1 | 4 | / | -1 | -18
CCC(C)(CC(=O)O)CC(=O)Nc1cc(C(F)(F)F)cc(C(F)(F)F)c1 (configuration not stated) | 0 | / | -4 | -4 | -2 | -3 | /
